PhoP GFP inhibition: PhoP regulon inhibitors, Salmonella typhi PhoP promoter GFP reporter, confirmatory (AID 1850); Salmonella Typhi PhoP-promoter GFP reporter, fluorescence, 4 h; higher % means a stronger effect; one-dose inhibition, % at 50 µM; IC50 in µM for titrated hits; actives 0.33% (n = 310,000); in the data active = a potency from the dose series; inconclusive = inhibition mostly from about 25% at the one dose, without a potency; inactive = the rest, 99 in 100 with inhibition below about 19%;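 also: 0% = induced wells with vehicle and 100% = uninduced wells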
M. tuberculosis HTS: M. tuberculosis growth inhibition, HTS (AID 449762); M. tuberculosis H37Rv growth inhibition, 7H9 media; higher % means a stronger effect; actives 0.59% (n = 330,000); one-dose inhibition, % at 25 µM; IC50 in µM for titrated hits; in the data active = a potency from the dose series; inconclusive = inhibition above about 70% without an active follow-up result;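 also: bacterial growth assessed after seven days of incubation; strong numbers were not always called active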
VEEV TC-83 Vero: inhibitors of VEEV TC-83 cytopathic effect, confirmation, Vero cells (AID 588727); Vero cells, VEEV TC-83 cytopathic effect inhibition; higher % means a stronger effect; inhibition, % at 20 µM, or IC50 in µM where a hit was titrated; actives 0.13% (n = 350,000); in the data active = a potency from the dose series; inconclusive = inhibition mostly from about 14% at the one dose, without a potency; inactive = the rest, 99 in 100 with inhibition below about 12%; also: strong numbers were not always called active
H1N1 NS1A inhibition: NS1A inhibition, H1N1 influenza, cell based functional assay (AID 504329); NS1A functional cell-based assay, percent inhibition; higher % means a stronger effect; inhibition, % at 12.5 µM; hits with a dose series show IC50 in µM; actives 0.3% (n = 340,000); in the data active = a potency from the dose series; inconclusive = inhibition above about 27% without an active follow-up result; also: strong numbers were not always called active
M. tuberculosis: growth inhibition of non-replicating M. tuberculosis (AID 488890); Mycobacterium tuberculosis non-replicating, growth inhibition; higher % means a stronger effect; inhibition, % at 25 µM, or IC50 in µM where a hit was titrated; actives 0.39% (n = 320,000); in the data active = a potency from the dose series; inconclusive = inhibition mostly from about 82% at the one dose, without a potency; inactive = the rest, 99 in 100 with inhibition below about 76%;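 also: plate controls were DMSO cells for no effect and high antibiotic wells for full effect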
VEEV TC-83 Vero 10K pilot screen: recorded beside VEEV TC-83 Vero, whose call it bears; inhibition, %; measured here: 10K pilot screen inhibition
Starred values were filed as active, the others as inactive; i = inactive; ? = inconclusive; . = no result given.

SMILES	PhoP GFP inhibition	M. tuberculosis HTS	VEEV TC-83 Vero	H1N1 NS1A inhibition	M. tuberculosis	others
O=C(COC(=O)Cc1ccc(-c2ccccc2)cc1)NCc1ccccc1	-8%	-1%	1.2%	-3%	72%
COc1ccccc1CNC(=O)c1ccccc1N(C)S(C)(=O)=O	-3%	-4%	i	0%	3%
CCOC(=O)CC1C(=O)NCCN1Cc1ccc(OC)c(OC)c1 (stereo not drawn)	9%	2%	0.6%	10%	-3%
Cc1ccc(CNC(=O)CN(C)S(=O)(=O)c2cccc3cccnc23)cc1	5%	7%	1.1%	3%	.
CN(CC(=O)Nc1ccccc1F)CC(=O)Nc1ccc(F)c(F)c1F	-6%	-4%	i	-8%	77%
C=CCN(c1ccc(C(=O)Nc2ccc(C)c(C)c2)cc1)S(C)(=O)=O	-2%	9%	0.7%	-5%	29%
NS(=O)(=O)c1ccc(N2N=C(c3ccccc3)CC2c2cccc(Br)c2)cc1 (stereo not drawn)	.	.	i	-8%	.
Cc1cccc(N2CCN(C(=O)c3cccs3)CC2)c1C	12%	17%	0.4%	-6%	60%
COc1ccc(NC(=O)Cn2nnc(-c3ccccc3F)n2)cc1	2%	-9%	0.4%	-2%	-6%
COC(=O)C1=C(C(=O)c2ccc(C)cc2)C(c2ccc(O)c(OC)c2)n2nnnc2N1 (stereo not drawn)	5%	-1%	1.5%	-10%	-4%
O=C(c1ccccn1)N1N=C2/C(=C/c3ccc(F)cc3)CCCC2C1c1ccc(F)cc1 (stereo not drawn)	-2%	9%	i	-9%	-1%	VEEV TC-83 Vero 10K pilot screen=2.2
COc1cc(NC(=O)c2cccc(C)c2)c(OC)cc1NC(=O)CN1CCCCC1	10%	?	3.6%	5%	47%

3 entries from above, sorted by molar mass, highest first:
SMILES	PhoP GFP inhibition	M. tuberculosis HTS	VEEV TC-83 Vero	H1N1 NS1A inhibition	M. tuberculosis	others
NS(=O)(=O)c1ccc(N2N=C(c3ccccc3)CC2c2cccc(Br)c2)cc1 (stereo not drawn)	.	.	i	-8%	.
COc1ccccc1CNC(=O)c1ccccc1N(C)S(C)(=O)=O	-3%	-4%	i	0%	3%
CCOC(=O)CC1C(=O)NCCN1Cc1ccc(OC)c(OC)c1 (stereo not drawn)	9%	2%	0.6%	10%	-3%

(next part)
SMILES	PhoP GFP inhibition	M. tuberculosis HTS	VEEV TC-83 Vero	H1N1 NS1A inhibition	M. tuberculosis	others
Cc1nn(Cc2ccc(C(=O)NC3CCCCC3)o2)c(C)c1Br	-9%	65%	3.1%	7%	41%
CN(c1ccccc1)S(=O)(=O)c1cc(C(=O)N2CCN(c3ccccn3)CC2)ccc1Cl	-7%	-4%	9.8%	11%	8%
O=C(NNc1nc2ccccc2s1)Nc1ccccc1	2%	4%	1.4%	-2%	-15%
COc1cccc(CNC(=O)c2ccccc2NC(=O)C2=C(C)OCCS2)c1OC	8%	5%	10%	1%	14%
COc1cc2c(cc1OC)[C@@H](NC(=O)c1ccc(C(F)(F)F)cc1)[C@H](OCc1ccccc1)C2	.	.	i	-10%	.
Cc1ccc(NC(=O)C2(S(=O)(=O)c3ccc(Cl)cc3)CC2)c(Br)c1	14%	5%	3.1%	10%	19%
Cc1ccc(C(=O)c2c3ccccc3[n+]([O-])n2CCC(=O)O)cc1	-20%	3%	0.3%	11%	7%
CCOC(=O)C1CCCN(Cc2ccc3c(c2)OCO3)C1 (stereo not drawn)	-11%	3%	2.1%	13%	20%
CCSc1nnc(NC(=O)CSc2nnc(Cc3cccn3C)n2-c2ccc(C)cc2)s1	-10%	-2%	8.3%	2%	13%
Nc1ccc(C2(c3ccc(N)cc3)CN3CCC2CC3)cc1	5%	1%	0.3%	7%	3%
O=C(NCc1ccco1)c1ccc(Cn2c(=O)c3ccccc3n(Cc3cccc(F)c3)c2=O)cc1	-8%	-2%	9.1%	1%	14%
O=C(NCCCN1CCOCC1)c1cn(-c2ccccc2)nc1-c1ccc(Br)cc1	.	6%	7.6%	-9%	32%

15 structures already listed, sorted by length of the SMILES, highest first.
SMILES	PhoP GFP inhibition	M. tuberculosis HTS	VEEV TC-83 Vero	H1N1 NS1A inhibition	M. tuberculosis	others
COc1cc2c(cc1OC)[C@@H](NC(=O)c1ccc(C(F)(F)F)cc1)[C@H](OCc1ccccc1)C2	.	.	i	-10%	.
O=C(NCc1ccco1)c1ccc(Cn2c(=O)c3ccccc3n(Cc3cccc(F)c3)c2=O)cc1	-8%	-2%	9.1%	1%	14%
CN(c1ccccc1)S(=O)(=O)c1cc(C(=O)N2CCN(c3ccccn3)CC2)ccc1Cl	-7%	-4%	9.8%	11%	8%
O=C(c1ccccn1)N1N=C2/C(=C/c3ccc(F)cc3)CCCC2C1c1ccc(F)cc1 (stereo not drawn)	-2%	9%	i	-9%	-1%	VEEV TC-83 Vero 10K pilot screen=2.2
NS(=O)(=O)c1ccc(N2N=C(c3ccccc3)CC2c2cccc(Br)c2)cc1 (stereo not drawn)	.	.	i	-8%	.
Cc1ccc(NC(=O)C2(S(=O)(=O)c3ccc(Cl)cc3)CC2)c(Br)c1	14%	5%	3.1%	10%	19%
COc1cc(NC(=O)c2cccc(C)c2)c(OC)cc1NC(=O)CN1CCCCC1	10%	?	3.6%	5%	47%
C=CCN(c1ccc(C(=O)Nc2ccc(C)c(C)c2)cc1)S(C)(=O)=O	-2%	9%	0.7%	-5%	29%
Cc1ccc(C(=O)c2c3ccccc3[n+]([O-])n2CCC(=O)O)cc1	-20%	3%	0.3%	11%	7%
CN(CC(=O)Nc1ccccc1F)CC(=O)Nc1ccc(F)c(F)c1F	-6%	-4%	i	-8%	77%
Cc1nn(Cc2ccc(C(=O)NC3CCCCC3)o2)c(C)c1Br	-9%	65%	3.1%	7%	41%
COc1ccc(NC(=O)Cn2nnc(-c3ccccc3F)n2)cc1	2%	-9%	0.4%	-2%	-6%
Nc1ccc(C2(c3ccc(N)cc3)CN3CCC2CC3)cc1	5%	1%	0.3%	7%	3%
CCOC(=O)C1CCCN(Cc2ccc3c(c2)OCO3)C1 (stereo not drawn)	-11%	3%	2.1%	13%	20%
O=C(NNc1nc2ccccc2s1)Nc1ccccc1	2%	4%	1.4%	-2%	-15%

Next section:
SMILES	PhoP GFP inhibition	M. tuberculosis HTS	VEEV TC-83 Vero	H1N1 NS1A inhibition	M. tuberculosis	others
CC(C)(CO)CNC(=O)CCc1nnc(CCCc2ccccc2)o1	-1%	4%	0.4%	4%	4%
Cc1cc(C)c2c(CC(=O)NC3CCS(=O)(=O)C3)coc2c1 (stereo not drawn)	6%	-3%	1.6%	9%	4%
CC(C)N(C(=O)Cn1c(SCC(=O)Nc2nccs2)nc2ccccc21)C(C)C	-2%	3%	0.9%	4%	6%
CCC(=O)c1c[nH]c(C(=O)NCc2cccnc2)c1	3%	2%	1.8%	10%	1%
O=C(O)CC1Sc2ccccc2NC1=O (stereo not drawn)	2%	-3%	0.0%	4%	-6%
CC[C@@]1(C(=O)OC)N[C@H](CN(C)C(=O)NC(C)C)[C@@H]2C(=O)N(C)C(=O)[C@@H]21	.	-3%	i	-1%	-9%
Cc1ccc(-n2c(SCC(=O)NCCC3=CCCCC3)nc3n[nH]c(C)c3c2=N)cc1Cl	6%	0%	2.6%	-16%	11%
COC(=O)c1cc(S(=O)(=O)Nc2cc(S(=O)(=O)N(C)C)ccc2C)oc1C	0%	8%	i	1%	-7%
COc1cc(CCC(=O)OCC(=O)Nc2ccccc2C#N)cc(OC)c1OC	-5%	-4%	i	-11%	-6%
O=C(O)CCCC(=O)NNc1ncnc2ccccc12	22%	-2%	i	0%	8%
C=CCNC(=S)NNC(=O)c1cccc2ccccc12	-10%	-8%	0.5%	-7%	51%
Cc1nc(SCc2cccc(C(=O)O)c2)nc2c1CCCC2	-6%	2%	1.7%	-2%	0%
CC(C)[C@H](NC(=O)NCc1ccco1)C(=O)O	-3%	-5%	2.4%	-17%	1%
Cc1ccc(C(=O)Cn2nc(C(=O)O)c3ccccc3c2=O)cc1C	13%	2%	0.5%	18%	9%
Cn1cc(Cl)c(C(=O)N(Cc2ccccc2)c2ccccn2)n1	-8%	-3%	0.5%	-16%	.
C#CCOCCOCCOCCNc1nc(N2CCOCC2)nc(N2CCN(C(=O)[C@H](CCCCN)n3cc([C@@H](N)CO)nn3)CC2)n1	6%	-1%	0.4%	-8%	0%
Cc1ccccc1-c1nnc(SCC(=O)N(CC(C)C)c2c(N)n(CC(C)C)c(=O)[nH]c2=O)n1C	4%	-2%	0.7%	-8%	14%
O=C1C2C3C=CC(C3)C2C(=O)N1c1ccc(-c2nc3ccccc3c(=O)o2)cc1 (stereo not drawn)	-9%	?	i	1%	9%
O=C(CN1CCOCC1)Nc1ccc(S(=O)(=O)N2CCCCCC2)cc1	-10%	-4%	2.7%	8%	8%
COc1ccc2c(c1)SCC(=O)N2C	7%	-3%	i	-2%	0%
CC1CCCCC1NC(=O)c1ccc(CNc2c(N3CCCC3)c(=O)c2=O)cc1 (stereo not drawn)	0%	-6%	1.0%	2%	6%
O=C(CSc1nc2cc(Cl)ccc2s1)NC(=O)NCc1ccco1	-11%	-3%	i	-4%	80%
Cc1cccc(C)c1N1C(=O)c2ccccc2C1=O	-6%	-6%	i	5%	-5%
O=C(COC(=O)c1ccccc1Br)NCC1CCCO1 (stereo not drawn)	.	2%	0.2%	-4%	-3%
Cc1ccc(S(=O)(=O)N(CC(=O)N2CCC(C)CC2)c2ccccc2)cc1	3%	1%	0.1%	0%	-6%
O=C(O)c1ccc(N=Nc2c(O)[nH]c3ccc(Br)cc23)cc1	-11%	4%	3.8%	-34%	9%
CCn1c(SCC(=O)Nc2cccc(NC(=O)c3cccs3)c2)nnc1-c1ccncc1	-7%	13%	7.8%	2%	12%
O=C(NCC1CCCO1)c1ccc(NC(=O)c2cc(F)c(F)cc2Cl)cc1 (stereo not drawn)	-6%	4%	i	-21%	9%
O=C(Nc1nc2c(Cl)ccc(Cl)c2s1)c1ccco1	-3%	0%	1.1%	4%	49%
CC1CCCCC1NC(=O)COC(=O)C12CC3CC(CC(Cl)(C3)C1)C2 (stereo not drawn)	4%	-8%	0.4%	-2%	26%
O=C(Cc1cccc(NC(=O)C2CCCN(C(=O)C3CCCCC3)C2)c1)Nc1cccc(C(=O)N2CCCCC2)c1 (stereo not drawn)	.	.	i	-13%	.
C#CCOCCOCCOCCNc1nc(N2CCN(C(=O)CCCCCCCCCCNC(=O)[C@H]([C@@H](C)CC)n3cc(CCCCCN)nn3)CC2)nc(N2CCN(C(=O)CCCCCCCCCCNC(=O)[C@H](CO)n3cc(CCCCCN)nn3)CC2)n1	9%	?	3.9%	22%	56%	VEEV TC-83 Vero 10K pilot screen=1.2
CCC(Sc1ncccc1C(=O)OC(C)C)C(=O)NCc1ccco1 (stereo not drawn)	4%	.	i	21%	.
C=CCNC(=O)CC(=O)N/N=C/c1cccs1	2%	-3%	i	-5%	-13%
O=C(NCCNCc1ccccc1)c1ccco1	.	.	0.7%	-3%	.
O=C(NC(=S)N1CCN(C/C=C/c2ccccc2)CC1)c1ccco1	4%	?	8.0%	-3%	i
Cc1ccc(-c2nc(N)sc2CC(=O)OCC(=O)NC2CCCC(C)C2C)cc1 (stereo not drawn)	3%	7%	0.3%	-1%	15%
S=C(NCCSCc1ccc(Cl)c(Cl)c1)Nc1ccccc1	0%	30%	i	0%	?
COc1ccccc1CN(Cc1cc2cc(C)ccc2[nH]c1=O)Cc1nnnn1Cc1ccco1	-8%	10%	6.7%	4%	37%
CN(C)c1ccc(NC(=O)COC(=O)c2cc(=O)c3ccccc3o2)cc1	-7%	-1%	1.3%	-2%	-12%
O=c1c(Cc2c(F)cccc2Cl)c(O)ccn1CC1CCCO1 (stereo not drawn)	-14%	-2%	1.4%	-16%	-10%
COc1ccc(NC(=O)CSc2nc3ccccc3nc2N2CCCC2)cc1Cl	5%	-18%	6.8%	-14%	15%	VEEV TC-83 Vero 10K pilot screen=1.1
Cn1c(=O)n(CC(=O)Nc2cccnc2)c2ccccc21	-12%	-2%	5.3%	1%	5%
O=C(CCc1nc2ccccc2[nH]c1=O)N/N=C/c1ccccc1	-5%	-7%	4.3%	3%	-3%
COCc1cc(=O)n2[nH]c(-c3cccs3)cc2n1	1%	5%	1.6%	-24%	2%
